# Assay outcomes as filed in PubChem BioAssay.
# 14-3-3g Raf – modulators of human 14-3-3 gamma - Raf peptide interaction. P61981. FP, 14-3-3gamma / TMR-pS259-Raf peptide binding. inhibition, % at 40 µM. 160,000 compounds, 0.19% hits. AID 422; in the data active = inhibition above about 30%;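 also: 0% = protein plus tracer without compound and 100% = blank with tracer alone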
# Target sequence (P61981 whole entry, looked up): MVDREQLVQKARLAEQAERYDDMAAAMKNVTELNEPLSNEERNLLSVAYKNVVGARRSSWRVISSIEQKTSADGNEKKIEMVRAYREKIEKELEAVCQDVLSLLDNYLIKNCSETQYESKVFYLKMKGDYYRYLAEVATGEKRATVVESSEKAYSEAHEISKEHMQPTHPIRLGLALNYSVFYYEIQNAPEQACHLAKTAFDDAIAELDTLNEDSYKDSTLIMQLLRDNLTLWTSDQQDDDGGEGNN
# Numbers without * were called inactive; & = joins results of further samples. Only part of the results is shown, so the mix of outcomes need not match the whole.
Molecule	14-3-3g Raf
COC(=O)c1sc(=S)n(-c2cccc(Cl)c2C)c1N	-1.1
Cc1cccc(-n2c(SCC(=O)Nc3ccc(C)c(C)c3)nc3[nH]ncc3c2=O)c1	-0.1
Cc1cccc(NC(=O)c2ccc3c(=O)n(CCc4ccccc4)c(=S)[nH]c3c2)c1	-11.4
OCCNCCNCc1ccc2[nH]c3ccccc3c2c1	-1.7
Cc1ccc(C2(C)NC(=O)N(CC(=O)NC(=O)NCCC(C)C)C2=O)cc1 (stereo not drawn)	-3.6
CCOC(=O)c1c(NC(=O)COc2ccc([N+](=O)[O-])c(C)c2)sc(C)c1C	-5.7
Cc1ccc(C2NC(=O)c3c(sc4c3CCC(C(C)(C)C)C4)N2)o1 (stereo not drawn)	0.1
c1ccc2c(c1)C(=NCC1CCCO1)NC2=NCC1CCCO1 (stereo not drawn)	1.5
Cc1cc(C)cc(C(=O)Nc2c3c(nn2-c2cccc(Cl)c2)CSC3)c1	-2.4
N=c1c(C(N)=O)cc(Cl)c(C(=O)O)n1Cc1ccccc1	-5.5
C=CCOC(=O)c1[nH]c2c(c1C)C(=O)CC(c1cc(OC)ccc1OC)C2 (stereo not drawn)	10.6
O=C(OCCOc1ccccc1Cl)c1ccc(-n2cnnn2)cc1	-6.9
O=C(c1ccc(C#Cc2ccccc2)o1)N1CCN(c2ccccn2)CC1	-1.6
COC(=O)C1=CN(CCCN2CCCC2=O)C=C(C(=O)OC)C1c1cccs1	-11.1&-6.4
COc1ccc(Cl)cc1Nc1nc(C)cc(=O)[nH]1	-13.8
Cc1ccc2nc3n(c(=O)c2c1)CCC3	-2.6
CN(c1ccccc1)C(C(=O)NC1CCCCC1)c1cc2c(cc1[N+](=O)[O-])OCO2 (stereo not drawn)	-31.8
Cc1ccc(-c2nn(CC(N)=O)c(=O)c3ccccc23)cc1	-94.0
CC(=O)N1CCc2cc(S(=O)(=O)N3c4ccc(F)cc4CCC3C)ccc21 (stereo not drawn)	-2.8
CCOc1cc(C2C3=C(CCCC3=O)N(C)C3=C2C(=O)CCC3)cc(Br)c1O	-3.1
Cc1cccc(-n2ncc3c(NCCCO)ncnc32)c1	0.5&6.7
Cc1ccccc1C(=O)N1N=C(c2ccc(NS(C)(=O)=O)cc2)CC1c1cccs1 (stereo not drawn)	-8.4
O=C(Nc1nccs1)c1ccccc1Cl	-12.3
CCc1ccc(NC(=O)c2cc(-c3cccc(OC)c3)on2)cc1	-0.1
COc1ccc(C(=O)CSc2nnc(CNc3nc(-c4ccccc4)cs3)n2C)cc1	0.7
COCCCn1c(=S)[nH]c2cc(Cl)ccc2c1=O	-9.8
O=C(CCc1ccccc1)N1N=C2CCCCCC2C1(O)C(F)(F)F (stereo not drawn)	4.2
CN(C)C(=O)c1c(NC(=O)c2cccc(Cl)c2)sc2c1CCC(C(C)(C)C)C2 (stereo not drawn)	-7.1
COc1ccccc1C1CC(c2ccc(Br)cc2)=NN1C(=O)c1cccnc1 (stereo not drawn)	-110.2
COC(=O)Nc1ccc(S(=O)(=O)N2CCN(c3ccc(F)cc3)CC2)cc1	1.2

# Gathered by group: the compounds so far with a thiophene ring, fused or not.
Molecule	14-3-3g Raf
CCOC(=O)c1c(NC(=O)COc2ccc([N+](=O)[O-])c(C)c2)sc(C)c1C	-5.7
Cc1ccc(C2NC(=O)c3c(sc4c3CCC(C(C)(C)C)C4)N2)o1 (stereo not drawn)	0.1
COC(=O)C1=CN(CCCN2CCCC2=O)C=C(C(=O)OC)C1c1cccs1	-11.1&-6.4
Cc1ccccc1C(=O)N1N=C(c2ccc(NS(C)(=O)=O)cc2)CC1c1cccs1 (stereo not drawn)	-8.4
CN(C)C(=O)c1c(NC(=O)c2cccc(Cl)c2)sc2c1CCC(C(C)(C)C)C2 (stereo not drawn)	-7.1

# Remaining list, next part.
Molecule	14-3-3g Raf
CC(=O)c1ccc(NC(=O)C2C3C=CC(C3)C2C(=O)O)cc1 (stereo not drawn)	2.0
COc1ccccc1CC(=O)Nc1cc(Cl)ccc1OC	-4.7
COC(=O)c1ccc(C2Oc3ccc(C)cc3C3=C2C(c2ccccc2)n2ncnc2N3)cc1 (stereo not drawn)	-2.4
O=C(O)c1cc(S(=O)(=O)Nc2ccc3c(c2)OCCO3)c(Cl)cc1Cl	2.0
O=C1Nc2ccc(Br)cc2C1O (stereo not drawn)	-3.3
COC(=O)c1ccc(NS(=O)(=O)c2ccc(OC)c(OC)c2)cc1	-24.1
O=C(c1nc2nc(-c3ccccc3)cc(C(F)(F)F)n2n1)N1CCCCC1	-3.5
CCCCC(=O)Oc1c(Sc2ccccc2[N+](=O)[O-])c(C)nn1C(C)(C)C	0.6
COC(=O)c1ccc(-n2nnnc2SCc2c(C)cc(C)cc2C)cc1	-12.3
Cc1cccn2c(=O)c(C=NCc3ccco3)c(Nc3ccc(Cl)cc3)nc12	2.3&1.4
CCOC(=O)c1nn(-c2ccccc2)c(C(=O)OCC)c1N	-0.5
Cc1cccc(N2C(=O)CC(N3CCN(Cc4ccc5c(c4)OCO5)CC3)C2=O)c1 (stereo not drawn)	-6.1
CC(C)(Oc1ccc(Cl)cc1)C(=O)NC1CCSC1=O (stereo not drawn)	4.3
O=C(COc1nsnc1N1CCOCC1)Nc1ccc(Br)cc1	-5.0
COC(=O)c1[nH]c2ccc(C)cc2c1NC(=O)CCN1CCN(C2CCCCC2)CC1	-10.3
CCSCCOC(=O)C1=C(C)NC2=C(C(=O)CC(c3ccc(Cl)cc3)C2)C1c1ccc([N+](=O)[O-])cc1 (stereo not drawn)	3.7
CCOc1ccc(S(=O)(=O)N2CCc3ccccc3C2)c2ccccc12	3.5
O=c1[nH]c2ccc(S(=O)(=O)N3CCN(Cc4ccccc4)CC3)cc2[nH]c1=O	-3.2
Cc1ccc(S(=O)(=O)CCC(=O)OCC(=O)Nc2ncc(Cl)cc2Cl)cc1	-11.6
CC(=O)Nc1cccc2c1C(=O)c1cccc(Cl)c1C2=O	-18.9
COc1ccc(C(N)=O)cc1N1C(=O)CC(NCc2ccc(F)cc2)C1=O (stereo not drawn)	-4.2
O=C(NCc1ccccc1)NC1(C(=O)Nc2ccc3c(c2)OCCO3)CCCCC1	-11.9
O=C(C1CCCCC1)N1CCN(S(=O)(=O)c2ccc(F)cc2)CC1	-2.7
COC(=O)c1cc(C(=O)OC)cc(-n2c(C)cc(C(=O)CSc3nnc4cc(C)c5ccccc5n34)c2C)c1	-2.2
O=C(Cc1c(C(=O)O)[nH]c2ccc(Cl)cc12)Nc1ccc2c(c1)OCCO2	-4.1
Nc1cc(=O)[nH]c(SCc2cccc(Cl)c2)n1	-6.1
Cc1sc2ncn(CC(=O)NCCCC(=O)N3CCN(c4ncccn4)CC3)c(=O)c2c1C	-4.5
CC1(C)CC2CC(C)(CN2c2ccc(C(=O)O)cc2[N+](=O)[O-])C1 (stereo not drawn)	2.9
O=C(Nc1ccc(I)cc1)c1nsc(Cl)c1Cl	1.7
CCN(CC)C(=O)COc1cccc2ccccc12	-8.5
COc1ccc(-n2c(SCC(=O)Nc3cc(C)on3)nc3ccc(O)cc3c2=O)cc1OC	-1.5
COc1ccccc1C=Nc1ccc(S(=O)(=O)Nc2ccccn2)cc1	-2.6
Cc1ccc2c(c1)N(CCC(=O)NCC1COc3ccccc3O1)C(=O)CO2 (stereo not drawn)	-6.6
COc1cc(NC(C)=O)ccc1NC(=O)c1ccco1	-6.6
Cc1ccc(N(C(=O)c2cccc([N+](=O)[O-])c2)c2ccc3ccccc3c2)cc1	-4.4
COc1cc2c(cc1OC)C(C(=O)Nc1ccc(C)c(F)c1)C(c1cccs1)N(C)C2=O (stereo not drawn)	-10.0
O=[N+]([O-])c1ccccc1C=CC=Nc1ccc2oc(-c3ccc(I)cc3)nc2c1	-15.5
CCC(C)Sc1nc2c(c(=O)[nH]c(=O)n2C)n1CC(O)COc1cccc2ccccc12 (stereo not drawn)	7.8
CCCCN1C(=O)C(O)(CC(=O)c2ccccc2O)c2cc(Br)ccc21 (stereo not drawn)	-0.7
CCC1SC(=NC(=O)c2ccc(Cl)c(Cl)c2)NC1=O (stereo not drawn)	-1.3
Cc1csc(N2CCc3ccccc32)n1	-13.5
CCCCC(C(=O)Nc1ccc(Oc2ccccc2)cc1)N1C(=O)c2ccccc2C1=O (stereo not drawn)	-9.4
Cc1c(NC(=O)c2cccc(I)c2)c(=O)n(-c2ccccc2)n1C	15.7
N#Cc1ccccc1N1C(=O)C2C3C=CC(C3)C2C1=O (stereo not drawn)	-12.1
CCOC(=O)C1=C(CC)NC2=C(C(=O)CC(C)(C)C2)C1c1cccnc1 (stereo not drawn)	-3.1
CCCc1ccc(C(=O)Nc2cnc3ccccc3c2)cc1	-15.1
Cc1ccc(C)c(NC(=O)Cn2c(SCc3ccccc3)nc3ccccc32)c1	-8.8
Nc1nc(SCC(=O)NCCCN2CCOCC2)nc2sc3c(c12)CCC3	-1.4&-10.1
Cc1oc2cc(Br)c(OCC(=O)OC(C)(C)C)cc2c1C(=O)OC(C)C	-11.1
COc1cc(C2/C(=C(\O)c3ccc(Cl)cc3)C(=O)C(=O)N2c2nc3ccccc3s2)ccc1O (stereo not drawn)	-14.8
CC1CCCC(C)N1C(=O)CN1C(=O)C(C)(C)Oc2ccc(C(=O)NC3CCCCC3)cc21 (stereo not drawn)	-32.8
COc1ccc(S(=O)(=O)NCC2CCC(C(=O)NCc3cccnc3)CC2)cc1 (stereo not drawn)	-14.2
COc1ccc(S(=O)(=O)N2CCN(CCC(=O)Nc3cccc(C(F)(F)F)c3)CC2)cc1	-5.1
Cc1ccc(-c2nc(N)n(S(C)(=O)=O)n2)cc1	1.2
CCOC(=O)C1CCN(C(=O)c2ccc3c(c2)OCO3)CC1	0.5
O=C(c1cccc(Br)c1)N1N=C2CCCCCC2C1(O)C(F)(F)F (stereo not drawn)	-9.7
COc1cccc(CNC(=O)c2c[nH]n3c(=O)c(Cl)c(C)nc23)c1	-9.9
CCOC(=O)CSc1nnc(-c2ccc(S(=O)(=O)N3CCC(C)CC3)cc2)o1	-6.7
COc1ccc(NC(=O)CC2SCCNC2=O)cc1 (stereo not drawn)	-6.2
CCOC(=O)c1ccc(N=c2oc3ccccc3cc2-c2nc3ccccc3[nH]2)cc1	-7.2

# Additional structures.
Molecule	14-3-3g Raf
CC(C)c1cc(C(=O)Nc2ccc3c(c2)OCO3)no1	-11.2
O=C(Nc1ccc(Br)cc1)c1cc(S(=O)(=O)NCc2ccccc2)ccc1F	-9.3
COc1ccc(CC(=O)Nc2oc(-c3ccccc3)c(-c3ccccc3)c2C#N)cc1OC	-2.0&-1.8
O=C(CN1C(=O)c2ccccc2C1=O)OCC(=O)N1CCc2ccccc2C1	2.8
COC(=O)c1ccc(Nc2cc(C)nc3c(C)cc(C)cc23)cc1	-5.6
CCCc1cc(NC(C)CC)n2c(nc3ccccc32)c1C#N (stereo not drawn)	-69.9
COc1ccc(-n2c(C=Cc3cn(C)c4ccccc34)nc3ccc(I)cc3c2=O)cc1	-59.0
COc1ccc(N2C(=O)C3CCCN3C2c2ccc(C)cc2)cc1Cl (stereo not drawn)	1.2
O=C(N1CCOCC1)N1CCN(c2nc(-c3ccccc3)cs2)CC1	3.8
COc1cccc(C(C)NC(=O)c2cc(C)on2)c1 (stereo not drawn)	-5.5
COc1ccccc1C(CC(=O)Nc1nccs1)c1ccc2c(c1)OCO2 (stereo not drawn)	-4.3
Cc1nn(Cc2ccc(Cl)cc2Cl)c(C)c1NC(=O)c1nc2n(n1)C(C(F)F)CC(C)N2 (stereo not drawn)	-3.1
CC(=O)c1ccc(N2CCN(C(=O)CCS(=O)(=O)c3ccc(C)cc3)CC2)cc1	-14.2
Cc1ccc([N+](=O)[O-])cc1S(=O)(=O)Nc1cc2c(C(=O)OC(C)C)c(C)oc2c2ccccc12	-45.1
CC(C)NC(=O)c1ccc2c(c1)N(CC(=O)N1CCOCC1)C(=O)C(C)(C)O2	2.0
COC(=O)c1cccc(NC(=O)CSc2nnc(COc3ccccc3)n2C)c1	-2.0
O=C(CCCC(=O)N(CC(=O)NC1CCCCC1)CC1CCCO1)Nc1ccccn1 (stereo not drawn)	-3.0
Cc1cc(N2CCN(C)CC2)nc2ccc(NC(=O)c3cccc(C(F)(F)F)c3)cc12	-4.4
O=C(N1CCN(c2ccccn2)CC1)N1c2ccccc2Sc2ccccc21	-2.1
COc1ccc(NS(=O)(=O)c2ccc3c(c2)CCN3C(C)=O)c(OC)c1	-0.3
CCCCOc1ccc(S(=O)(=O)N2CCSC2c2ccc(Br)cc2)cc1 (stereo not drawn)	6.0
COc1ccc(-c2nnc(NC(=O)c3ccc(C(C)(C)C)cc3)s2)cc1OC	2.5
CN(C)c1ccc(C2CC(c3ccc(Br)cc3)=NN2S(C)(=O)=O)cc1 (stereo not drawn)	-16.6
O=C1CSC(c2ccccc2[N+](=O)[O-])N1c1ccc(O)cc1 (stereo not drawn)	1.8
Cc1ccc(/C(O)=C2\C(=O)C(=O)N(CC(C)C)C2c2cccc(O)c2)cc1 (stereo not drawn)	-9.7
CCCCC(=O)Nc1nn(C)c2nc3c(C)cccc3cc12	-1.8
CC1=NOC2(C1)/C(=N/O)CCC/C2=N\O (stereo not drawn)	-2.0
CCN1CCCC1CNC(=O)c1cc2c(C)nc3ccccc3c2o1 (stereo not drawn)	-5.5
Cc1ccc(NC(=O)C(c2ccccc2)N2CC(=O)Nc3ccccc32)cc1 (stereo not drawn)	-15.8
O=c1[nH]c2ccccc2n1CCCSc1nc2ccccc2[nH]1	-4.6
C=CCSc1nnc2c(n1)OC(c1ccc(OC(C)=O)c(OCC)c1)N(C(C)=O)c1ccccc1-2 (stereo not drawn)	6.1
Cc1nc2c(C(=O)NC3CC3)cnn2c(C)c1Cc1ccccc1Cl	-17.3
O=c1c(C=NC2CCCCC2)c(C(F)(F)F)[nH]n1-c1ccc([N+](=O)[O-])cc1	-10.5
